Screening results as filed in PubChem.
hIAP inh: human IAP inhibition; inhibition, % at 10 µM; hit rate 0.12% among 330,000; purified IAP, CDP-Star luminescence, 30 min;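 active means inhibition reaching a set limit with compound at 10 µM in the primary screen, cut at about 35% in these data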;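 further: plate controls were DMSO wells with enzyme for no effect and no-enzyme buffer wells for full effect; values of inactives mirror those of a sister screen read the other way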
Target sequence (P09923 whole entry, looked up): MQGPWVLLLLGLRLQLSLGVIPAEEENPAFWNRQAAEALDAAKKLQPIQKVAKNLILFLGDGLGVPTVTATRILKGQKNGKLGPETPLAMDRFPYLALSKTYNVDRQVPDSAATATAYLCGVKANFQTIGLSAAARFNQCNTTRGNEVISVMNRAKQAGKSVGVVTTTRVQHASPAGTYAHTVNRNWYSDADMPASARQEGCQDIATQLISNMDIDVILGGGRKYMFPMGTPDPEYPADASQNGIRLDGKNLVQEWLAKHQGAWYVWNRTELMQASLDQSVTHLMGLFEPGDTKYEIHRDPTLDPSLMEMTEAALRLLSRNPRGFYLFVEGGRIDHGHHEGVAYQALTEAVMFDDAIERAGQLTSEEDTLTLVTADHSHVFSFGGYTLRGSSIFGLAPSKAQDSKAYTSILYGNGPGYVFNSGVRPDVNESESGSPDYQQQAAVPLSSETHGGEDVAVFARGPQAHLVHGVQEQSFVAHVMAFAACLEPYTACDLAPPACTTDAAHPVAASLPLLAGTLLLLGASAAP
MIN6 prolif: inducers of beta-cell replication in MIN6 cells | MIN6 cells proliferation, ATPlite luminescence, 48 h; cells starved in 0.2% serum; 100% = growth in 10% serum | proliferation, % at 10 µM | hit rate 0.29% among 330,000 | AID 2380;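 active means compounds whose signal lies at least 3.5 SD above the mean of all wells on their plate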;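 further: 0% = DMSO-treated cells in low-serum medium and 100% = 10% serum control; some compounds called inactive have numbers as strong as hits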
MPTP block: inhibitors of mitochondrial permeability transition pore | isolated mouse mitochondria, Ca2+ swelling absorbance, 30 min | inhibition, % at 10 µM | hit rate 1.4% among 360,000;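 active means inhibition of 50% or more, scaled per plate between neutral and stimulator controls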;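 further: 0% = DMSO wells given calcium and 100% = 1 mM EGTA wells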
APOBEC3A inh: inhibitors of human APOBEC3A DNA deaminase; recombinant A3A, FAM/TAMRA ssDNA deamination fluorescence; inhibition, % at 20 µM; hit rate 0.41% among 330,000;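 active means at least 40% inhibition at 20 µM here, with at most 30% in a related deaminase screen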;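 further: plate controls were A3A with DMSO for no effect and wells lacking A3A enzyme for full effect; some results filed as inactive read as strong as hits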
Target sequence (P31941 whole entry, looked up): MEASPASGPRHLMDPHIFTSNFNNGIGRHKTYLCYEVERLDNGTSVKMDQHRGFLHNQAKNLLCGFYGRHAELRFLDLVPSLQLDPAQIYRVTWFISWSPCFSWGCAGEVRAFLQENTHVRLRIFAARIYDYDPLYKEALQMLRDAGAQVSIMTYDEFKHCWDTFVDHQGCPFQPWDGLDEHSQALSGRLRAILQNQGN
mIAP block: mouse IAP inhibition | inhibition, % at 10 µM | purified mouse IAP, CDP-Star luminescence, 30 min | hit rate 0.2% among 330,000;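 active means inhibition of at least 40% at 10 µM in the primary screen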;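 further: plate controls were DMSO with enzyme for no effect and no enzyme wells for full effect; values of inactives mirror those of a sister screen read the other way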
mIAP act: mouse IAP activation. muIAP, CDP-Star luminescence, 30 min; stronger effect = higher value; 1 = vehicle-only enzyme signal, 0 = enzyme-free wells. hit rate 0.24% among 330,000. AID 2805. activation factor at 10 µM;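 active means activation factor of at least 2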; further: the source names both 10 and 20 µM as test concentration; values of inactives mirror those of a sister screen read the other way
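System: mouse IAP enzyme. Reagent: CDP-Star chemiluminescent phosphatase substrate. Benchmarks: DMSO wells, no-enzyme wells. Times: 30 min enzyme-substrate-compound incubation at room temperature. Detection: luminescence from enzymatic CDP-Star hydrolysis. Doses: test compounds delivered from DMSO solution.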
hIAP act: human IAP activation; purified human IAP, CDP-Star luminescence, 30 min; stronger effect = higher value; 1 = vehicle-only enzyme, 0 = enzyme-free background; hit rate 0.16% among 330,000; AID 2524; activation factor at 10 µM;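 active means activation factor of the enzyme at least 2-fold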; further: the source names both 10 and 20 µM as test concentration; values of inactives mirror those of a sister screen read the other way
ATG4B inhibitor: blocks human ATG4B protease cleavage of LC3 substrate | Q9Y4P1 | ATG4B cleavage of LC3-PLA2, NBD-HPC fluorescence, 1 h | inhibition, % at 8.33 µM | hit rate 0.51% among 340,000; in the data active means inhibition above about 40%
A3G deaminase: inhibitors of human APOBEC3G DNA deaminase; Q9HC16; recombinant A3G, ssDNA deamination FAM/TAMRA fluorescence; inhibition, % at 20 µM; hit rate 0.28% among 330,000; AID 493012;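 active means inhibition of at least 40% at 20 µM, with no more than 30% in the related APOBEC3A deaminase screen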;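 further: plate controls were DMSO wells with A3G for no effect and wells lacking A3G enzyme for full effect; some compounds called inactive have numbers as strong as hits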
Target sequence (Q9HC16 whole entry, looked up): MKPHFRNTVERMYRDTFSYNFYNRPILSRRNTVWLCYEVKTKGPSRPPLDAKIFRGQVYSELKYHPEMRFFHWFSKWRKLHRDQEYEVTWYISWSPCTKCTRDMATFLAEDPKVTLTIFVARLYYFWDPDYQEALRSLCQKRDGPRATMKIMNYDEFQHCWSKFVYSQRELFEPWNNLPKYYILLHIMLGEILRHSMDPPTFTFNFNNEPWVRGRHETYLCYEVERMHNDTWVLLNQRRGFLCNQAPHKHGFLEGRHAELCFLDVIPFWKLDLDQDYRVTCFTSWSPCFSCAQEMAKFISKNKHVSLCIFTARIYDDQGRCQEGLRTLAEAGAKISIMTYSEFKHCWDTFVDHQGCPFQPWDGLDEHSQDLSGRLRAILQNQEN
Numbers without * were called inactive; i = inactive; x = no result given. Not all compounds are listed, so the mix of outcomes need not match the whole.

Each structure is followed by: hIAP inh, MIN6 prolif, MPTP block, APOBEC3A inh, mIAP block, mIAP act, hIAP act, ATG4B inhibitor, A3G deaminase
(1) C[C@H]1CC2C3CC=C4C[C@@H](O)CC[C@]4(C)C3CC[C@]2(C)[C@H]1O (stereo not given in full)
  -7, -3, -0.6, -3, 12, 0.88, 1.1, 1, -5
(2) Cc1ncc(CN2CCCC(C(=O)c3ccc(C(C)(C)C)cc3)C2)s1 (stereo not given)
  -7, -6, 75*, 11, 8, 0.92, 1.1, 32, -5
(3) Brc1cccc(CNCCc2ccc3c(c2)OCO3)c1
  -25, 2, 2.2, -2, -20, 1.2, 1.2, 3, -2
(4) CCN1C(=O)C(=C/C=C/c2ccco2)C(=O)N(CC)C1=S
  1, 1, 2.9, 70, 25, 0.75, 0.99, 39, 46
(5) Clc1ccc(C(c2ccc(Cl)cc2)n2cc[n+](CC(OCc3ccc(Cl)cc3Cl)c3ccc(Cl)cc3Cl)c2)cc1 (stereo not given)
  -28, -8, 34, -1, i, 17*, 1.3, 45*, -2
(6) CN(C)C(=O)Oc1noc2cc(Cl)ccc12
  -31, 0, -1.4, 0, -2, 1, 1.3, 2, -8
(7) C=C1C(=O)O[C@@H]2C[C@@H](C)[C@@H]3C=CC(=O)[C@@]3(C)[C@@H](O)[C@H]12
  -4, -8, -1.8, -1, 8, 0.93, 1, -1, -3
(8) Cc1cc(C)cc(OCCOc2cccc(C=C3C(=O)NC(=O)NC3=O)c2)c1
  6, -3, 0.3, -7, 11, 0.89, 0.94, 29, -6
(9) O=C1NC(=O)N(Cc2ccccc2)C(=O)/C1=C/c1cnn(-c2ccccc2)c1
  -4, 1, x, 4, 13, 0.87, 1, x, 0
(10) Cc1ccccc1N1C(=O)CC(=O)NC1=O
  -12, -2, 1.7, -3, -3, 1, 1.1, -2, -2
(11) CCN1C[C@@]2(COC)C3[C@@H](OC)[C@H]4[C@@H]1[C@@]3(C1C[C@H]3[C@H](OC(C)=O)C1[C@]4(OC(C)=O)C[C@H]3OC)[C@@H](OC)C[C@H]2OC(C)=O (stereo not given in full)
  -6, -1, 0.7, 4, -10, 1.1, 1.1, -20, 0
(12) CCOC(=O)C1=C(C)OC(N)=C(C(=O)OCC)C12C(=O)Nc1ccc(Br)cc12 (stereo not given)
  -26, -3, -4.4, -1, 1, 0.99, 1.3, -14, -5
(13) Cc1ccc(CN2CCN(Cc3ccccc3F)CC2)cc1
  -8, -5, -3.3, 2, 0, 1, 1.1, 2, -3
(14) Cc1cc(N2CCCCC2)ccc1C=C1C(=O)N(C)C(=S)N(C)C1=O
  -2, -5, 0.3, 2, 15, 0.85, 1, -8, 12
(15) CCOCCCn1c(N)c(C(=O)Nc2sc3c(c2C(=O)OC)CCCC3)c2nc3ccccc3nc21
  12, -4, 3.5, -3, 18, 0.82, 0.88, -2, -10
(16) CCCNC(=O)c1c(N)n(Cc2ccc3c(c2)OCO3)c2nc3ccccc3nc12
  -5, -5, 0.0, -1, -34, 1.3, 1, 8, -7
(17) Cc1nonc1OCCNc1ccc([N+](=O)[O-])c2cccnc12
  28, -3, -0.1, 0, 14, 0.86, 0.72, 35, -6
(18) Cc1cc(OC(=O)N(C)C)nc(SCc2c(Cl)cccc2Cl)n1
  -10, -5, -0.8, -5, -5, 1, 1.1, 11, -9
(19) CCC1=Nc2cc(C(=O)N3CCC4(CC3)OCCO4)ccc2Sc2ccc(C)cc21
  -10, -3, -1.1, 1, 0, 1, 1.1, 3, -2
(20) COC(=O)C1=C(c2cc3ccccc3s2)C[C@@H]2CC[C@H]1N2C(=O)NCCS(C)=O (stereo not given in full)
  4, 6, -2.4, -3, 0, 1, 0.96, -1, -3
(21) O=C(NCc1cccnc1)NC1CCCCC1
  -10, -2, 0.4, -4, 1, 0.99, 1.1, -2, -4
(22) COc1ccc(/C=C2/C(=O)NC(=O)N(Cc3ccco3)C2=O)cc1
  2, -4, x, 93, 36, 0.64, 0.98, x, 89
(23) CCN1CCN(C(=O)COc2ccc3oc4c(c3c2)CCCC4)CC1
  13, -2, -1.2, -6, 1, 0.99, 0.87, -4, -7
(24) C[C@@H]1CC2C3CC=C4C[C@@H](O)CC[C@]4(C)C3CC[C@]2(C)[C@H]1O (stereo not given in full)
  8, -3, 0.2, -2, -2, 1, 0.92, -4, -6
(25) COC(=O)C1=C(c2cc3ccccc3o2)C[C@@H]2CC[C@H]1N2C(=O)N1CCCC1
  4, 1, 1.2, -1, -14, 1.1, 0.96, -3, -6
(26) COC(=O)C1=C(c2ccc(F)cc2F)C[C@@H]2CC[C@H]1N2C(=O)NC1Cc2ccccc2C1
  -4, 0, 0.1, 3, 2, 0.98, 1, -11, -4
(27) CC1(C)C(=O)CC[C@@]2(C)C1=CCC1C2CC[C@]2(C)C(=O)CCC12 (stereo not given in full)
  -4, -4, 59*, 0, -11, 1.1, 1, 2, -3
(28) CNC(=O)Oc1ccc2c(c1)C(=O)c1ccccc1CO2
  12, 2, -1.6, -2, -1, 1, 0.88, -5, 1
(29) CCCc1nnc(NC(=O)CCC(=O)N2CCC3(CC2)OCCO3)s1
  -8, 0, 2.2, 0, -4, 1, 1.1, -8, -7
(30) Cc1cc(N(CCCl)CCCl)ccc1/C=N/N=C(\N)c1cnccn1
  11, 0, 2.8, 4, 18, 0.82, 0.89, 1, 2

Next section.
Each structure is followed by: hIAP inh, MIN6 prolif, MPTP block, APOBEC3A inh, mIAP block, mIAP act, hIAP act, ATG4B inhibitor, A3G deaminase
(31) COc1cccc(-c2sc3ccccc3c2-c2ccc(OCCN3CCOCC3)cc2)c1
  10, -6, 1.3, -3, -3, 1, 0.9, -11, -6
(32) N#CCCn1cc(C(=O)Nc2ccc([N+](=O)[O-])cc2)c(-c2ccc3c(c2)OCCO3)n1
  -3, 0, 1.1, -2, 5, 0.95, 1, -17, -4
(33) Oc1ccccc1Cl
  9, 1, -0.9, 0, 3, 0.97, 0.91, -2, -1
(34) COc1ccc(C(O)P(=O)(Oc2ccccc2)Oc2ccccc2)cc1 (stereo not given)
  4, 0, 1.2, 1, -8, 1.1, 0.96, 4, -2
(35) CN1C(=O)NC(=O)/C(=C/c2ccc([N+](=O)[O-])o2)C1=O
  12, 0, x, 66, 42*, 0.58, 0.88, -6, 31
(36) COc1ccc(CCNCc2ccc(Br)cc2)cc1OC
  -1, -1, 0.5, -1, 9, 0.91, 1, 6, -5
(37) CCCCC1C(=O)NC(=S)NC1=O
  1, 0, x, -3, 28, 0.72, 0.99, x, -5
(38) CNC(C(=O)c1ccccc1)C(OC(C)C)c1ccc(Cl)cc1 (stereo not given)
  0, 0, -1.4, -1, 6, 0.94, 1, 4, -3
(39) Cc1cccc(OCCn2cccc2/C=C2/C(=O)NC(=O)N(Cc3ccco3)C2=O)c1
  10, -2, 2.1, 50, 40*, 0.6, 0.9, 0, 48
(40) NCCCCCC(=O)OC1N=C(c2ccccc2Cl)c2cc(Br)ccc2NC1=O (stereo not given)
  -8, -5, 2.0, 4, -5, 1, 1.1, -3, -3
(41) CC12CN3CN(C1)CC(c1ccccc1)(C3)C2=O
  8, -2, -1.7, -4, 9, 0.91, 0.92, -6, -10
(42) COP(=O)(CC(=O)O)c1ccccc1 (stereo not given)
  8, -2, -3.0, -7, 0, 1, 0.92, -6, -8
(43) C[C@@H]1C(=O)O[C@@H]2[C@H](O)C34[C@@H]5OC(=O)C3(O[C@H]3OC(=O)[C@H](O)C34[C@H](C(C)(C)C)[C@H]5O)[C@@]12O (stereo not given in full)
  -21, -1, 0.0, 0, -9, 1.1, 1.2, 0, -6
(44) O=c1[nH]c2ccccc2o1
  9, 1, -0.8, -2, 8, 0.92, 0.91, -18, -3
(45) CN(C)C(=O)Oc1cccc(NC(=O)c2ccccc2C(F)(F)F)c1
  -66, -2, 2.4, 3, -5, 1.1, 1.7, 9, 5
(46) C[C@]12CC[C@H](O)CC1C(=O)CC1C2CC[C@@]2(C)C1CC[C@@H]2O (stereo not given in full)
  -10, 0, -0.3, -1, 3, 0.97, 1.1, 7, -7
(47) CCC(=O)Nc1ccc(N2CCN(CC)CC2)c(Cl)c1
  -16, -2, -3.1, 1, -6, 1.1, 1.2, 0, -1
(48) COc1ccc(CNCCc2c[nH]c3ccccc23)c(OC)c1OC
  -1, -1, 0.5, -4, -6, 1.1, 1, -3, -6
(49) Cc1nn(Cc2ccccc2)c(C)c1C(=O)NC1CCCc2ccccc21 (stereo not given)
  -3, 1, -0.5, -3, -1, 1, 1, -5, -1
(50) N#Cc1ccc(/C=C/C(=O)O)cc1
  -8, -1, 1.5, -2, 2, 0.98, 1.1, 6, -5
(51) O=[N+]([O-])c1ccc(NC2CCCC2)c2ccncc12
  30, -1, 2.5, -2, 9, 0.91, 0.7, -2, 0
(52) CC(=NCC1CCCO1)c1c(O)n(C)c(=O)n(C)c1=O (stereo not given)
  -21, -3, 2.0, -6, -1, 1, 1.2, -4, -8
(53) c1ccc(-c2ccncc2)cc1
  11, -1, 2.1, -2, 1, 0.99, 0.89, -8, -6
(54) CN(C)C(CNC(=O)Cc1c(Cl)cccc1Cl)c1ccccc1 (stereo not given)
  1, -3, -1.4, 1, -3, 1, 0.99, 9, -5
(55) O=C1NC(=O)N(CCC2=CCCCC2)C(=O)/C1=C\c1cccs1
  -4, 0, 14, 18, 19, 0.81, 1, 5, 3
(56) CC12CN3CC(C)(CN(C1)C31CCSCC1)C2=O
  3, 2, -1.0, 3, -7, 1.1, 0.97, -3, -3
(57) CN1CCN(c2nc3ccccn3c(=O)c2C=C2C(=O)N(C)C(=O)N(C)C2=O)CC1
  17, 0, 0.5, -2, -1, 1, 0.83, -13, -8
(58) O=C(C1CCC(=O)N1Cc1ccc(F)cc1)N1CCC2(CC1)OCCO2 (stereo not given)
  -1, -1, 1.3, -1, 8, 0.92, 1, 0, -4
(59) COC12CCC3(CC1C(C)(O)C(C)(C)C)[C@H]1Cc4ccc(OC5OC(C(=O)O)[C@@H](O)C(O)[C@H]5O)c5c4[C@@]3(CCN1CC1CC1)C2O5 (stereo not given in full)
  -12, -2, -0.2, 0, -8, 1.1, 1.1, -3, -7
(60) CCCC(C)C1(CC)C(=O)NC(=Nc2ccccc2OC)NC1=O (stereo not given)
  7, -3, -1.2, 8, 8, 0.92, 0.93, -3, -3
(61) CN(C)C(=O)Oc1c(Cl)cc(Cl)c2cccnc12
  2, 0, 2.0, -8, -5, 1.1, 0.98, 4, -2

Exported with each value named: four of the compounds above.
[5] Clc1ccc(C(c2ccc(Cl)cc2)n2cc[n+](CC(OCc3ccc(Cl)cc3Cl)c3ccc(Cl)cc3Cl)c2)cc1 (stereo not given)
- hIAP inh = -28
- MIN6 prolif = -8
- MPTP block = 34
- APOBEC3A inh = -1
- mIAP block = i
- mIAP act = 17*
- hIAP act = 1.3
- ATG4B inhibitor = 45*
- A3G deaminase = -2

[6] CN(C)C(=O)Oc1noc2cc(Cl)ccc12
- hIAP inh = -31
- MIN6 prolif = 0
- MPTP block = -1.4
- APOBEC3A inh = 0
- mIAP block = -2
- mIAP act = 1
- hIAP act = 1.3
- ATG4B inhibitor = 2
- A3G deaminase = -8

[7] C=C1C(=O)O[C@@H]2C[C@@H](C)[C@@H]3C=CC(=O)[C@@]3(C)[C@@H](O)[C@H]12
- hIAP inh = -4
- MIN6 prolif = -8
- MPTP block = -1.8
- APOBEC3A inh = -1
- mIAP block = 8
- mIAP act = 0.93
- hIAP act = 1
- ATG4B inhibitor = -1
- A3G deaminase = -3

[8] Cc1cc(C)cc(OCCOc2cccc(C=C3C(=O)NC(=O)NC3=O)c2)c1
- hIAP inh = 6
- MIN6 prolif = -3
- MPTP block = 0.3
- APOBEC3A inh = -7
- mIAP block = 11
- mIAP act = 0.89
- hIAP act = 0.94
- ATG4B inhibitor = 29
- A3G deaminase = -6
